Bioassay records from PubChem BioAssay.
CRFBP-R2 block = antagonists of CRF-binding protein/CRF-R2 receptor complex; HEK293 CRF-R2/CRF-BP, CRF-induced calcium fluorescence; hit rate 0.59% among 350,000; inhibition, % at 11.8 µM;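 active = inhibition of the ligand-induced calcium signal above about 50% at the single tested concentration, limit read from the data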
PHOSPHO1 block = blocks human PHOSPHO1 phosphatase activity | inhibition, % at 13.3 µM | recombinant PHOSPHO1, absorbance phosphatase assay | AID 1565 | hit rate 1.1% among 290,000 | Q8TCT1; in the data active = inhibition above about 60%
Target sequence (Q8TCT1 whole entry, looked up): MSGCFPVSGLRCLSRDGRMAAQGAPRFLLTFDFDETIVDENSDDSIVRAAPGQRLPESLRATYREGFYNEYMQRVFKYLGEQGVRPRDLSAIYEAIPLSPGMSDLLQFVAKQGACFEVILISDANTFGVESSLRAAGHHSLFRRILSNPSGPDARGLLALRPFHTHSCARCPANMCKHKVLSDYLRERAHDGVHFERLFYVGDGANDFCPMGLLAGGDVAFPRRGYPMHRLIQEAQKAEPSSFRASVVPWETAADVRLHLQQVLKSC
IDE cell inh = inhibitors of human insulin-degrading enzyme in cells. HEK cells, FAbetaB cleavage, fluorescence polarization. inhibition, % at 5.59 µM. hit rate 0.41% among 320,000. P14735;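 active = percent inhibition above the average of all tested compounds plus 3 SD, set per screening campaign, cut at about 16% in these data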;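 also: IDE supplied by intact live HEK cells; FP after avidin binding of uncleaved biotin substrate so inhibition keeps polarization high; 0% = DMSO wells and 100% = 60 µM reference IDE inhibitor Ii1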
p-CIP stab down = lowers stability of the mouse p/CIP coactivator protein. Q05BA5. F442A p/CIP-EGFP cells, EGFP fluorescence, 16 h. decrease of EGFP signal, % at 10 µM. hit rate 0.01% among 290,000. AID 1984;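 active = EGFP signal decrease of at least 30% at 10 µM or well 3 SD below plate mean, unless failing retest; inactive = the rest, including hits failing retest or dose response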; also: some compounds called inactive have numbers as strong as hits; many of its hits are not listed in these tables
GalR3 antag = antagonists of human GalR3. O60755. HEK293 GalR3-CNG cAMP membrane potential fluorescence; galR3 body fused to GalR1 C-terminus. inhibition, % at 3 µM. hit rate 0.44% among 360,000;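 active = inhibition above the screen-wide average plus 3 SD, cut at about 13% in these data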;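 also: forskolin and galanin both at EC90 stimulate the cells; cAMP rise reported by CNG channel membrane potential dye signal; 0% = forskolin plus galanin with DMSO and 100% = forskolin alone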
IDE act = boosts human insulin-degrading enzyme activity in HEK cells | P14735 | hit rate 0.073% among 340,000 | FAbeta-B cleavage, fluorescence polarization; 0% vehicle, 100% cell-free pure enzyme wells | activation, % at 5.96 µM;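 active = activation above the mean of all tested compounds plus 3 SD, set per screening campaign, cut at about 17% in these data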
CRFR2-BP ag = CRF-BP/CRF-R2 complex agonism; HEK293 CRF-R2/CRF-BP, calcium dye fluorescence (FLIPR); percent of saturating CRF peptide response; AID 588473; hit rate 0.46% among 350,000; activation, % at 13.2 µM;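 active = activation of at least 50%, plus an integration ratio under a set limit after plate pattern correction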;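 also: plate controls were neutral control wells without compound for no effect and CRF at EC100 for full effect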
MEKK3 PB1 HTS = raises or lowers MEK5 binding to the human MEKK3 PB1 domain; Q99759; bead-based flow cytometry, Alexa488-MEK5 binding to MEKK3; actives lie on both sides; 0 = blocked by unlabeled MEK5, 100 = vehicle; binding response (% of control), % at 10 µM; hit rate 1.4% among 290,000; AID 1529;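 active = binding response more than 3 SD above or below the average of its plate-row segment, actives on both sides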;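 also: Alexa488 bead fluorescence after subtracting the streptavidin-only scavenger bead signal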
M4 PAM = potentiates acetylcholine response at human M4 receptor. P08173. CHO-K1 hM4/Gqi5, Fluo-8 calcium fluorescence, ACh EC20; 0% = ACh EC20, 100% = maximal ACh. activation, % at 3 µM. hit rate 0.4% among 360,000;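 active = activation above its plate's cutoff, the mean activation of sample wells plus 3 SD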; also: some results filed as inactive read as strong as hits
Target sequence (P08173 whole entry, looked up): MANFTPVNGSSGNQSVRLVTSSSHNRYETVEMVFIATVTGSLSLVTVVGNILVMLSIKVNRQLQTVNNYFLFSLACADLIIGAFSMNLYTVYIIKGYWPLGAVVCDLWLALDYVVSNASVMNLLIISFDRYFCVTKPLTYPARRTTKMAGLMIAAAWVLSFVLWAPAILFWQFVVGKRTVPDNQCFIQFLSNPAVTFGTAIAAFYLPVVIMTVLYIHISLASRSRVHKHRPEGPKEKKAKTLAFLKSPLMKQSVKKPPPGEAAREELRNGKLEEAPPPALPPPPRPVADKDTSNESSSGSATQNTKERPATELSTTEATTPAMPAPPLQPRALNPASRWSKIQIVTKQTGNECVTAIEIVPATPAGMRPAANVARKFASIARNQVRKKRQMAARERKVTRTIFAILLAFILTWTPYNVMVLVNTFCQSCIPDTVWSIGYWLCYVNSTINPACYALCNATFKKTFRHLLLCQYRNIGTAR
Active calls of the source: *; nt = not tested or not shown; [ ] = remark or other dose.

CRFBP-R2 block	PHOSPHO1 block	IDE cell inh	p-CIP stab down	GalR3 antag	IDE act	CRFR2-BP ag	MEKK3 PB1 HTS	M4 PAM	SMILES
1	nt	0	nt	6	-2	-3.8	nt	13	O=C(CCCC(=O)c1ccc(O)cc1)c1ccc(O)cc1
1	32	0	-7	-3	8	-4.7	94	-14	COc1cccc(CNC(=O)c2ccccc2NC(=O)C2=C(C)OCCS2)c1OC
-27	nt	0	nt	-7	-1	108*	nt	-6	CCOc1ccc(NS(=O)(=O)c2ccc(C(=O)N3CC(C)OC(C)C3)cc2)cc1 (stereo unspecified)
9	nt	nt	nt	-6	1	0.4	nt	5	NC(=O)c1cc(S(=O)(=O)N2CCCC2)ccc1OCCOc1ccccc1F
-16	-16	-4	19	-7	2	-0.2	101	-2	Cc1ccc(N(CC(=O)N/N=C/c2cccnc2)S(=O)(=O)c2ccccc2)cc1
2	16	3	2	-8	-3	-0.6	103	-1	COCCCn1c(=O)c2ccccc2n(CC(=O)NCCC2=CCCCC2)c1=O
7	-8	-1	-19	-3	3	-0.4	89	3	Cc1sc(NC(=O)CSc2nnc(-c3ccc(F)cc3)o2)c(C#N)c1C
-9	nt	nt	nt	-9	-2	1.8	nt	9	N#Cc1ccc(S(=O)(=O)NCCc2ccncc2)cc1
10	-16	0	-13	nt	5	-5.1	108	2	CCOC(=O)CSCC(=O)Nc1nnc(-c2cccc([N+](=O)[O-])c2)s1
-3	nt	0	nt	-4	3	-1.3	nt	16	COc1ccc(C(=O)O/N=C/c2ccc(S(=O)(=O)c3ccc(Cl)cc3)nc2)cc1
-5	-7	-3	0	-1	3	-0.3	101	-1	Cc1cc(C)n(CCSCC(=O)O)n1
7	-7	1	-2	-1	-3	-0.8	85	-3	COC(=O)c1c(N2C(=O)CCC2=O)sc2c1CCCC2

CRFBP-R2 block	PHOSPHO1 block	IDE cell inh	p-CIP stab down	GalR3 antag	IDE act	CRFR2-BP ag	MEKK3 PB1 HTS	M4 PAM	SMILES
-1	nt	nt	nt	-6	5	-1.4	nt	4	OC(c1ccccc1)(c1ccccc1)c1nccn1-c1ccccc1
-11	nt	-6	nt	-4	3	6.4	nt	-3	C[C@]12C(=O)N(c3ccc(Br)cc3)C(=O)N1[C@H]1c3ccccc3OC[C@@H]1[C@H]2c1ccccc1
22	nt	2	nt	0	0	-0.5	nt	7	CC(C)(C)[C@@H]1C=C(C(=O)O)[C@H](c2ccc(Cl)cc2)N1S(=O)(=O)c1ccccc1
-14	-12	-1	10	0	4	-0.8	109	0	COc1cc(NC(=S)NC(=O)c2ccc(C(C)(C)C)cc2)ccc1NC(=O)c1cccs1
15	4	5	6	-5	1	0.5	99	5	COc1cc(/C=C/C(=O)O)cc(S(=O)(=O)Nc2cccc(SC)c2)c1OC
13	nt	3	nt	-5	-2	-1.7	98	8	CC(C)[C@H]1COCCS(=O)(=O)N1Cc1ccccc1F
-7	18	2	-9	1	5	1.5	128	-3	Cc1ccc2nc(SCC(=O)N3c4ccccc4CC3C)c(C)cc2c1 (stereo unspecified)
-12	-11	-1	-8	-4	4	-1.6	129*	7	CCn1c(SCC(=O)OC)nnc1-c1c[nH]c2ccccc12
-10	28	1	-8	4	5	1.1	102	6	COc1ccccc1CNC(=O)C1CCN(C(=O)c2sccc2-n2cccc2)CC1
8	29	2	-7	-7	-4	3.2	77	-17	COc1ccc(N(C)S(=O)(=O)c2ccc(Cl)c(C(=O)NCCc3ccc(Cl)cc3)c2)cc1
-13	32	-1	-13	-9	4	-0.4	106	-1	COc1cccc(Nc2nc(N)c([N+](=O)[O-])c(NCc3ccccc3)n2)c1
1	20	-2	-9	-11	4	1.2	103	-2	O=C(O)c1cccc(NC(=O)c2cccc(S(=O)(=O)Nc3cccc([N+](=O)[O-])c3)c2)c1

CRFBP-R2 block	PHOSPHO1 block	IDE cell inh	p-CIP stab down	GalR3 antag	IDE act	CRFR2-BP ag	MEKK3 PB1 HTS	M4 PAM	SMILES
8	nt	8	nt	1	-1	-3.9	nt	13	COc1ccc(C(=O)NCC(c2ccco2)N2CCc3ccccc32)cc1OC (stereo unspecified)
-22	nt	nt	nt	-1	nt	0.7	nt	6	C[C@@H]1CN([C@H](C)CO)C(=O)c2c(c3ccccc3n2C)-c2ccccc2CO[C@@H]1CN(C)S(=O)(=O)c1cccs1
23	-7	5	-20	-5	6	-2.2	106	6	COc1ccccc1NC(=O)CSc1nc2ccccc2n1C(C)=O
-7	16	7	9	-2	-1	0.5	105	-5	COc1ccc(S(=O)(=O)N(C)CC(=O)N2CCOCC2)cc1Cl
-8	15	6	-1	-1	3	2.5	94	11	O=C(NC(=S)Nc1ccc(N2CCCC2)cc1)c1ccccc1[N+](=O)[O-]
-17	-29	1	-16	-2	-1	3.3	111	10	O=C(NC1CCCCC1)N1CCCC(c2nc3ccccc3[nH]2)C1 (stereo unspecified)
-8	26	-1	-18	2	-1	-2.1	104	-4	c1ccc(COc2cccc(CNCc3ccccn3)c2)cc1
6	35	6	-5	-1	4	-1.5	105	-9	COc1ccccc1CN1CCN(Cc2nc(-c3cccs3)no2)CC1
-5	6	3	-8	-6	0	1.2	100	6	O=C(O)CSc1nnc(-c2ccncc2)n1CCc1ccccc1
-75	-16	-2	0	-8	0	38	101	-2	COc1ccc(NC(=O)/C(C#N)=C/c2ccc(Sc3nncn3C)c([N+](=O)[O-])c2)cc1
-6	41	-1	-56	-4	3	-5.0	99	69*	Cc1nccc(-c2sc(-c3cccs3)nc2C)n1
-3	4	-6	-2	-4	7	-0.1	102	-15	CC(=O)Nc1sc2c(c1C(c1ccccc1Cl)N1CCN(CCO)CC1)CCCC2 (stereo unspecified)

Some of these compounds in order of number of heavy atoms, falling:
CRFBP-R2 block	PHOSPHO1 block	IDE cell inh	p-CIP stab down	GalR3 antag	IDE act	CRFR2-BP ag	MEKK3 PB1 HTS	M4 PAM	SMILES
-8	15	6	-1	-1	3	2.5	94	11	O=C(NC(=S)Nc1ccc(N2CCCC2)cc1)c1ccccc1[N+](=O)[O-]
23	-7	5	-20	-5	6	-2.2	106	6	COc1ccccc1NC(=O)CSc1nc2ccccc2n1C(C)=O
-17	-29	1	-16	-2	-1	3.3	111	10	O=C(NC1CCCCC1)N1CCCC(c2nc3ccccc3[nH]2)C1 (stereo unspecified)
-7	16	7	9	-2	-1	0.5	105	-5	COc1ccc(S(=O)(=O)N(C)CC(=O)N2CCOCC2)cc1Cl
-6	41	-1	-56	-4	3	-5.0	99	69*	Cc1nccc(-c2sc(-c3cccs3)nc2C)n1

Looked up by structure from the entries so far:
CRFBP-R2 block	PHOSPHO1 block	IDE cell inh	p-CIP stab down	GalR3 antag	IDE act	CRFR2-BP ag	MEKK3 PB1 HTS	M4 PAM	SMILES
-22	nt	nt	nt	-1	nt	0.7	nt	6	C[C@@H]1CN([C@H](C)CO)C(=O)c2c(c3ccccc3n2C)-c2ccccc2CO[C@@H]1CN(C)S(=O)(=O)c1cccs1
-17	-29	1	-16	-2	-1	3.3	111	10	O=C(NC1CCCCC1)N1CCCC(c2nc3ccccc3[nH]2)C1 (stereo unspecified)
-6	41	-1	-56	-4	3	-5.0	99	69*	Cc1nccc(-c2sc(-c3cccs3)nc2C)n1
-7	16	7	9	-2	-1	0.5	105	-5	COc1ccc(S(=O)(=O)N(C)CC(=O)N2CCOCC2)cc1Cl
-8	26	-1	-18	2	-1	-2.1	104	-4	c1ccc(COc2cccc(CNCc3ccccn3)c2)cc1

New compounds follow
CRFBP-R2 block	PHOSPHO1 block	IDE cell inh	p-CIP stab down	GalR3 antag	IDE act	CRFR2-BP ag	MEKK3 PB1 HTS	M4 PAM	SMILES
-6	60	-2	3	1	3	1.9	102	-6	CN(CCNC(=O)C1CCCN(c2ncnc3c2nc2n3CCCCC2)C1)Cc1ccccc1 (stereo unspecified)
1	3	6	-1	0	1	3.1	106	-13	O=C(NCCN1CCCC1)c1ccc(CS(=O)(=O)c2c(Cl)cccc2Cl)o1
-4	29	1	0	-2	9	-2.1	97	1	COc1ccccc1OCC(=O)Nc1nnc(C2CCCC2)s1
-17	11	2	1	-5	-1	0.9	104	6	CCOC(=O)c1[nH]c(C)c(C(=O)c2ccc(C)cc2)c1C
6	-18	-3	-11	-9	2	2.1	105	2	COc1ccc(-n2nc(C(=O)NCC(=O)NCCC3=CCCCC3)c3ccccc3c2=O)c(OC)c1
-4	1	4	-2	-3	9	-0.2	100	2	Cc1ccccc1NC(=O)c1ccccc1NC(=O)c1ccco1
-4	97*	2	-11	3	-1	1.0	89	-4	CCOC(=O)C(Sc1nn(C)c(=S)s1)C(C)=O (stereo unspecified)
-1	0	4	-10	-2	-2	-1.2	102	-12	O=C(c1cc2nc(-c3ccco3)cc(C(F)(F)F)n2n1)N1CCN(c2ccccn2)CC1
-8	14	3	-5	-3	-3	0.6	96	-6	Cc1[nH]c(=O)[nH]c(=O)c1CSCC(=O)OCC(=O)Nc1ccccn1
-19	30	1	-5	98*	0	0.5	91	-14	O=C(Nc1ccc(S(=O)(=O)Nc2ccccc2)cc1)c1ccc(CN2CCOCC2)cc1
-31	33	nt	3	-2	2	-1.0	99	11	CC(C)Oc1ccccc1/C=N/NC(=O)C1CCCC1
-6	28	1	-1	-5	-1	1.0	100	-4	O=C1NC(Cc2c[nH]c3ccccc23)C(=O)N1CCOc1ccccc1 (stereo unspecified)

CRFBP-R2 block	PHOSPHO1 block	IDE cell inh	p-CIP stab down	GalR3 antag	IDE act	CRFR2-BP ag	MEKK3 PB1 HTS	M4 PAM	SMILES
9	3	1	-1	-1	4	-1.3	100	7	O=C(NC1CCCC1)c1ccc(CN2CCOCC2)cc1
39	1	8	-13	-3	3	2.0	100	-5	c1ccc(-c2nnc(-c3ccco3)n2-c2ccccc2)cc1
-53	-30	-6	7	-5	8	81*	104	-7	Cc1cccc(N/C(N)=N/c2nc(C)cc(C)n2)c1
-6	30	-1	7	-6	1	-1.3	101	-5	O=C(NC1CCCC1)C(c1ccncc1)N(C(=O)c1csnn1)c1ccccc1 (stereo unspecified)
2	-22	4	6	-4	2	-1.9	116	2	CCOc1ccccc1C(=O)Nc1nccs1
10	-2	1	-3	0	-2	-1.3	75*[inhibitor]	-3	COC(=O)c1ccc(CNC(=O)COC(=O)C23CC4CC(CC(C4)C2)C3)cc1

This is a random part of the collection; 4.2% or so of the library scored in one or more.
